Source: PubChem
FAS-TE inh – FAS thioesterase (human) inhibition | P49327 | recombinant FAS-TE, OMFH fluorogenic substrate, fluorescence endpoint | inhibition, % at 15 µM | 360,000 tested, 0.67% active;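 active = compounds whose normalised, plate-corrected inhibition of enzyme fluorescence in the single-dose primary screen is 50% or more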;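 note: 0% = DMSO with enzyme and 100% = substrate without enzyme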
MT1-MMP act inh – inhibitors of human MT1-MMP activation; HT1080 RFP-PRO-GFP cells, GFP/RFP ratio fluorescence, overnight; percent of plate control window, DMSO zero; GFP/RFP ratio change, % at 20 µM; 360,000 tested, 0.061% active; AID 651647;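 active = GFP/RFP ratio change of at least 30% with cell ATP level not reduced by more than half and red fluorescence within 50% of control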; note: strong numbers were not always called active
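Assay system: HT1080 RFP-PRO-GFP cells. Benchmarks: DMSO vehicle wells and RFP-L50D-GFP reporter cell wells. Times: overnight cell settling, then overnight compound exposure, 37 °C, 5% CO2. Compound: 20 µM single dose, 1% DMSO. Read-out basis: GFP/RFP fluorescence ratio.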
CSN deneddyl inh – blocks human CSN-mediated cullin deneddylation | 360,000 tested, 0.38% active | AID 651999 | Purified CSN, SCF-Nedd8-OG deneddylation, fluorescence polarization | inhibition, % at 12.5 µM;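 active = pattern-corrected inhibition above about 35%, with an unprinted fluorescence ratio check between 0.5 and 1.5, limit read from the data, passing the limit was not always enough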;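 note: 0% = enzyme with substrate and 100% = substrate without enzyme; some results filed as inactive read as strong as hits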
Target sequence (Q92905 whole entry, looked up, one chain of several): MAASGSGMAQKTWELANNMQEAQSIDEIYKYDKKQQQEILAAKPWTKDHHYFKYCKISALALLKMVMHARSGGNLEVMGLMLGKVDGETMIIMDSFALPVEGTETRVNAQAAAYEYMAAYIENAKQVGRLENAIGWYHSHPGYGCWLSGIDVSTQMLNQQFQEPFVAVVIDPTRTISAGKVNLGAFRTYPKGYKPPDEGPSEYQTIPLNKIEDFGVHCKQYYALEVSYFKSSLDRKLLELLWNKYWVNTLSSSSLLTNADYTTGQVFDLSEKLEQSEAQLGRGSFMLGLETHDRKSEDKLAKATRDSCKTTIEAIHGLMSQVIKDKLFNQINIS
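Assay system: HEK293T-derived human Csn5 enzyme; quantity: 0.24 nM enzyme; medium: Tris/NaCl/DTT buffer, pH 7.5; also added: substrate SCFSkp2-Nedd8OG, 10 nM; doses: 12.5 µM compound; schedule: 90 min reaction at room temperature; signal: FP; read-out: % inhibition of substrate cleavage by Csn5; benchmarks: substrate-only high control, full reaction low control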
Neddylation inh – inhibitors of human cullin neddylation; P61081+Q13564; TR-FRET cullin neddylation, biochemical; calls only at 25 µM; 360,000 tested, 0.58% active; AID 651699; in the data active = inhibition above about 36%
SKN-1 block – blocks SKN-1 activity in C. elegans; AID 624304; 360,000 tested, 0.49% active; inhibition, % at 21.8 µM; C. elegans VP596 Pgst-4::GFP/RFP ratio, acrylamide-induced, 24 h;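 active = interference check ratio from 0.5 to 1.5 plus GFP to RFP signal ratio inhibition reaching or exceeding a fixed threshold, cut at about 30% in these data, passing the limit was not always enough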; note: some compounds called inactive have numbers as strong as hits
Rpn11 inh – inhibitors of human proteasome Rpn11; 360,000 tested, 0.59% active; O00487; AID 588493; human 26S proteasome, Ub4-pepOG fluorescence polarization; 20S core pre-blocked with epoxomicin; calls only at 20 µM;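 active = inhibition at 20 µM, scaled to each plate's controls, above about 33%, limit read from the data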
Target sequence (O00487 whole entry, looked up): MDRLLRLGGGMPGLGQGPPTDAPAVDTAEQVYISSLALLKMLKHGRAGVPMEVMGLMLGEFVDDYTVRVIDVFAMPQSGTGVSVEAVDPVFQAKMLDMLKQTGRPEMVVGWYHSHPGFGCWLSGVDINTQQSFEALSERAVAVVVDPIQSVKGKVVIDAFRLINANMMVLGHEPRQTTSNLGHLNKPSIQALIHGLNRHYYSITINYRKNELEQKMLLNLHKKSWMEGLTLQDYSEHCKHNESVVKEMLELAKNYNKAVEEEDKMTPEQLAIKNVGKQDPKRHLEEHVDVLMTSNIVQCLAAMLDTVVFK
Rin1 Abl inh – human Rin1-Abl interaction inhibition; inhibition, % at 7.35 µM; 360,000 tested, 0.4% active; AID 588664; TR-FRET Rin1/Abl binding, biochemical; in the data active = inhibition above about 5%, passing the limit was not always enough
MLLE-PAM2 inh – inhibitors of microRNA-mediated deadenylation, human PABP1 MLLE binding; P11940; GST-MLLE / FITC-PAM2 fluorescence polarization; inhibition, % at 20 µM; 360,000 tested, 0.36% active; AID 588489; in the data active = inhibition above about 35%, passing the limit was not always enough;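 note: plate controls were DMSO wells with GST-MLLE for no effect and wells lacking GST-MLLE protein for full effect; some results filed as inactive read as strong as hits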
NadD inh – NadD (S. aureus) enzyme inhibition. purified NadD enzyme, colorimetric absorbance read-out. inhibition, % at 20 µM. 360,000 tested, 0.78% active; in the data active = inhibition above about 26%; note: some compounds past the cut are filed as inactive
* = called active by the depositor; i = inactive; nt = not tested or not shown.

SMILES	FAS-TE inh	MT1-MMP act inh	CSN deneddyl inh	Neddylation inh	SKN-1 block	Rpn11 inh	Rin1 Abl inh	MLLE-PAM2 inh	NadD inh
OCCC1CN(CC2CC2)CCN1Cc1ccc(F)c(F)c1 (stereo unspecified)	2	-10	-3	i	-3	i	0	-15	3
Cc1cccc(C(=O)N2CC3(C)CC2CC(C)(C)C3)c1 (stereo unspecified)	-7	-1	0	i	1	i	1	1	-2
Cc1ccccc1NC(=O)c1[nH]cnc1C(=O)NN	0	1	2	i	5	i	1	-6	5
CC(=O)OC1[C@H](Oc2c(O)c(C)c3c4c2[C@@H](C)CC[C@@H]4[C@@H](C)C[C@@H]3C=C(C)C)OC[C@@H](O)[C@@H]1O (stereo partly specified)	12	3	3	i	3	i	2	12	-11
Cn1cc(CNC(=O)CC2C(=O)NCCN2CC(C)(C)C)cn1 (stereo unspecified)	-9	1	-13	i	1	i	-1	19	1
CCOC(=O)c1ccc(NC(=O)COc2ccc(-n3cnnn3)cc2)cc1	-6	1	5	i	14	i	0	-9	9
O=c1[nH]c2ccc(S(=O)(=O)Nc3ccccc3O)cc2[nH]1	-11	-11	15	i	7	i	4	-1	-1
COc1ccccc1OCc1nc(C#N)c(N2CC(C)CC(C)C2)o1 (stereo unspecified)	19	2	0	i	7	i	-3	3	-3
CSc1ccc(-c2nc(CSCC(=O)N3CCOCC3)c(C)o2)cc1	-2	-2	-1	i	-11	i	-5	23	3
CCOc1ccc(C(C)NC(=O)CCC(=O)O)cc1 (stereo unspecified)	-6	1	8	i	14	i	-1	-2	-2
CCOc1ccc(CCNC(=O)CN(C)S(=O)(=O)c2cccc3nsnc23)cc1OCC	0	3	4	i	8	i	-5	-7	-5
CCCc1cc(=O)[nH]c(SCC(=O)c2c[nH]c3ccccc23)n1	-6	-7	0	i	0	i	5	-45	7
Cc1ccccc1NC(=O)Nc1cccs1	-1	-2	9	i	1	i	-1	6	1
Cc1c(NC(=O)c2cnn3c2NC(c2ccc(Br)cc2)CC3C(F)(F)F)c(=O)n(-c2ccccc2)n1C (stereo unspecified)	9	5	1	i	6	i	1	5	22
CC(C)(C)SCCNC(=O)c1ccc(NS(C)(=O)=O)cc1	-6	2	4	i	5	i	0	-15	4
CS(=O)(=O)Nc1ccc(C(=O)NCc2cccnc2)cc1	-7	2	2	i	6	i	2	-4	-6
CC/C(=N/Nc1ccccc1)c1cnnc(-c2ccccc2)n1	-4	-3	6	i	4	i	0	-24	15
CC1(C)OC(=O)C2=C(C[C@@H](CCc3ccccc3)O[C@H]2CCc2cccc(Cl)c2)O1	22	-2	-2	i	-5	nt	nt	nt	12
O=c1nc(SCc2c(F)cccc2Cl)nc(-c2ccc(Cl)cc2)[nH]1	57*	0	-4	i	14	i	0	-2	8
CC1(/[N+]([O-])=C\c2ccccc2F)CCCCC1=O (stereo unspecified)	-3	6	2	i	-1	i	-5	-6	1
COc1ccccc1C(=O)NC(CCSC)C(=O)OCC(=O)N1CCN(S(=O)(=O)c2ccc(C)cc2)CC1 (stereo unspecified)	23	1	3	i	4	i	2	-1	-4
COc1ccc(CN(C)C(=O)CNC(=O)c2ccc3ccccc3c2)c(OC)c1	0	2	4	i	5	i	-1	0	-10
COc1cccc(/C=C/C(=O)Nc2ccc(OC)nc2)c1	-7	2	-4	i	-1	i	-2	-4	-3
C=C(C)C1CC=C(C)/C(=N\NC(=O)CCc2ccccc2)C1 (stereo unspecified)	-5	2	-1	i	5	i	-1	-3	5
CC(C)c1ccc(/C=N/n2cnnc2)cc1	-2	3	3	i	0	i	3	-4	-1

The closing 3 records of the section above come first, to join the parts:
SMILES	FAS-TE inh	MT1-MMP act inh	CSN deneddyl inh	Neddylation inh	SKN-1 block	Rpn11 inh	Rin1 Abl inh	MLLE-PAM2 inh	NadD inh
COc1cccc(/C=C/C(=O)Nc2ccc(OC)nc2)c1	-7	2	-4	i	-1	i	-2	-4	-3
C=C(C)C1CC=C(C)/C(=N\NC(=O)CCc2ccccc2)C1 (stereo unspecified)	-5	2	-1	i	5	i	-1	-3	5
CC(C)c1ccc(/C=N/n2cnnc2)cc1	-2	3	3	i	0	i	3	-4	-1
COC(=O)c1ccc2c(c1)nc(C)n2CCO	-10	1	2	i	-2	i	1	-5	3
Cc1onc(-c2ccccc2)c1C(=O)Nc1nc(-c2cc(F)ccc2F)cs1	2	4	0	i	-10	i	-1	-1	10
CN(C1CCCCC1)S(=O)(=O)c1ccc(S(=O)(=O)N(CC(=O)Nc2ccccc2)C2CC2)cc1	0	-1	-3	i	0	i	-2	2	-8
Cc1ccc(SCCOCCN2CC(C)OC(C)C2)cc1 (stereo unspecified)	-1	2	11	i	0	i	0	5	-10
COc1ccc([N+](=O)[O-])cc1NC(=O)Cc1noc2ccccc12	24	9	3	i	2	i	-1	-2	-7
O=C(NCc1ccccn1)C1CC(c2ccccc2O)=NO1 (stereo unspecified)	-3	5	1	i	26	i	-1	9	-5
COc1ccc(NC(=O)NCc2ccccc2F)cc1OC	-6	3	7	i	0	i	1	0	-2
CCn1c(COc2ccc(C)cc2)nnc1SCC(=O)NNC(=O)c1ccc(OC)cc1	-20	3	-12	i	-1	i	-1	-1	-1
O=[N+]([O-])c1ccc(CS(=O)(=O)c2ncn[nH]2)cc1	-6	2	4	i	-6	i	-1	-3	-2
CCCSc1ncnc2c1oc1ccccc12	9	-3	-3	i	16	i	-31	0	7
CCOC(=O)C(O)(NC(=O)c1cccnc1)C(F)(F)F (stereo unspecified)	-8	1	-1	i	-1	i	2	0	-8
O=C(Nc1ccc(Cl)cc1)N[C@@H]1c2c(ccc3ccccc23)OC[C@@H]1CO	21	6	0	i	3	i	1	-1	2
CC(OCC(O)CNCC1COc2ccccc2O1)c1ccc(Cl)cc1 (stereo unspecified)	2	-1	4	i	-7	i	-2	4	-12
CCN1CCN(c2cc(C)c3cc(NC(=S)N4CCCC(C)C4)ccc3n2)CC1 (stereo unspecified)	-1	-1	-2	i	3	i	-5	-55	-4
Cc1ccc(N2C(=O)C3CCCN3C2=S)cc1 (stereo unspecified)	-3	-1	1	i	-5	i	2	22	2
O=C(OCC(=O)N1CCC(Cc2ccccc2)CC1)c1ccccc1F	16	2	-1	i	-5	i	3	0	-3
COc1ccc(S(=O)(=O)N2CCOCC2)cc1NC(=O)c1ccc(OC(F)F)cc1	7	6	-3	i	3	i	1	-1	-3
COn1c(SC2CCCCC2)nc2ccccc2c1=O	13	1	5	i	-8	i	5	5	-7
COC(=O)[C@H](CCSC)NC(=O)Nc1cccc(Br)c1	-2	-1	0	i	0	i	4	-16	-4
Cc1[nH]nc2c1C(c1cnn(C)c1)C(C#N)=C(N)O2 (stereo unspecified)	-6	6	0	i	-1	i	3	3	-8
COc1ccc(C(=O)O)cc1S(=O)(=O)N1CCN(Cc2ccc3c(c2)OCO3)CC1	-8	2	3	i	7	i	2	0	3
O=C(Nc1ccc(Cl)c(Cl)c1)c1cccnc1	2	3	5	i	12	i	3	1	0
Cc1cc(C)c2cc(C)c3nnc(SCC(=O)NCc4ccc5c(c4)OCO5)n3c2c1	4	3	-3	i	2	i	-1	9	-11
CCOc1cc(C(=O)NC(C)C2CC3CCC2C3)cc(OCC)c1OCC (stereo unspecified)	-4	6	3	i	9	i	2	4	6
CC1CCCN(c2c([N+](=O)[O-])cc(C(=O)O)cc2[N+](=O)[O-])C1 (stereo unspecified)	0	-1	-1	i	7	i	3	17	-2
New compounds follow.
SMILES	FAS-TE inh	MT1-MMP act inh	CSN deneddyl inh	Neddylation inh	SKN-1 block	Rpn11 inh	Rin1 Abl inh	MLLE-PAM2 inh	NadD inh
O=C(Nc1nccs1)C1(c2ccc(Cl)cc2)CC1	4	-1	13	i	-6	i	2	13	4
CCOC(=O)Cn1nnc(-c2ccc([N+](=O)[O-])cc2)n1	0	0	-6	i	9	i	-1	8	-4
Nc1ccc(SCC(=O)Nc2cccc([N+](=O)[O-])c2)cc1	-1	2	-8	i	-1	i	-3	9	-7
CC1=C(C(=O)Nc2ccccc2C)C(c2ccc(C)o2)C2=C(CCCC2=O)N1 (stereo unspecified)	-5	2	0	i	14	i	-4	1	-1
COc1ccc(-c2ccc(NS(=O)(=O)c3cccc([N+](=O)[O-])c3)cc2)nn1	-3	4	-4	i	3	i	5	-14	1
CCOC(=O)c1c(C)n(CCNC(C)=O)c2ccc(OC)cc12	-6	7	1	i	4	i	2	2	5
CCc1ccccc1NC(=O)c1onc(C)c1Cl	-8	2	-4	i	-6	i	-2	-3	-8
CCOC(=O)/C=C/C(=O)OCC(=O)Nc1ccc(Cl)cc1Cl	0	1	5	i	0	i	-3	-26	-9
COCCCN=C(c1ccco1)n1c(=S)nc(-c2ccco2)n(CCCOC)c1=S	-8	4	6	i	5	i	2	19	-4
COc1ccc(C(NC(C)=O)c2nccc3cc(OC)c(OC)cc23)cc1OC (stereo unspecified)	-5	1	-5	i	-12	i	2	6	4
CCOCCCn1c(C)nc2c[n+](CC(=O)c3ccc4ccccc4c3)cc(Br)c21	-4	1	0	nt	3	i	-3	-14	4
N#Cc1cc(-c2ccc(Cl)cc2)cnc1Sc1ccccc1	31	18	-2	i	10	i	-2	11	-8
CC(=O)Nc1ccc(-c2csc(NC(=O)CCCc3cccs3)n2)cc1	8	5	3	i	-2	i	2	15	-2
CCOP(=O)(c1ccc(N(C)C)cc1)C(O)c1ccc(C)cc1 (stereo unspecified)	-6	-1	2	i	12	i	4	2	-6
COc1cccc(Cn2c3ccc(NC(=O)CC(C)C(F)(F)F)cc3c(=O)n2C)c1 (stereo unspecified)	-2	-2	3	nt	-5	i	-4	-8	1
O=C(NCc1ccccc1)Nc1cccn(Cc2c(F)cccc2Cl)c1=O	-4	-3	-5	i	-4	i	0	-5	-1
CC(C)NC(=O)C1(C)CSCC(=O)N1CCCn1ccnc1 (stereo unspecified)	nt	12	7	i	8	nt	nt	nt	nt
COc1ccc(N2CCN(CCC(N)=O)CC2)cc1	-8	2	-1	i	-4	i	-1	4	0
CCCCn1c(N)c(N(CCOC)C(=O)c2ccc(-c3cccc(C(F)(F)F)c3)o2)c(=O)[nH]c1=O	10	-5	-6	i	-5	i	-2	1	-4
Cc1ccc(CCNC(=O)c2nnc(CS(=O)(=O)c3ccccc3)o2)cc1	-4	4	2	i	2	i	0	-4	2
CC(C)n1nc(C(=O)NNC(=O)c2ccc(OC(F)F)cc2)c2ccccc2c1=O	3	-3	-7	i	-18	i	1	-8	2
CCCCN(C)C(=O)CCC(=O)Nc1ccc2nc(N3CCOCC3)cc(C)c2c1	-4	6	-3	nt	-10	i	-1	17	0
COc1ccc(-c2cc(CCC(=O)N3CCN(c4cc(C)ccc4C)CC3)[nH]n2)cc1	6	-3	1	i	12	i	0	10	-2
CCN1CCN(C(=O)CN(C)S(=O)(=O)c2ccc(OC)cc2)CC1	-5	4	1	i	19	i	-5	0	4

Shown as a markdown table: entries from further up.
| SMILES | FAS-TE inh | MT1-MMP act inh | CSN deneddyl inh | Neddylation inh | SKN-1 block | Rpn11 inh | Rin1 Abl inh | MLLE-PAM2 inh | NadD inh |
| --- | --- | --- | --- | --- | --- | --- | --- | --- | --- |
| COc1cccc(Cn2c3ccc(NC(=O)CC(C)C(F)(F)F)cc3c(=O)n2C)c1 (stereo unspecified) | -2 | -2 | 3 | nt | -5 | i | -4 | -8 | 1 |
| CCOC(=O)c1c(C)n(CCNC(C)=O)c2ccc(OC)cc12 | -6 | 7 | 1 | i | 4 | i | 2 | 2 | 5 |
| COc1ccc(N2CCN(CCC(N)=O)CC2)cc1 | -8 | 2 | -1 | i | -4 | i | -1 | 4 | 0 |
